Screens as filed in PubChem BioAssay.
RSV antiviral HEp-2 = RSV antiviral activity via CPE protection, HEp-2 cells, primary 10 µM value included (AID 2391). HEp-2 cells, RSV-induced CPE inhibition; higher % means a stronger effect. one-dose CPE inhibition, % at 10 µM; IC50 in µM for titrated hits. 0.13% of 310,000 active; in the data active = a potency from the dose series; inconclusive = CPE inhibition mostly from about 23% at the one dose, without a potency; inactive = the rest, 99 in 100 with CPE inhibition below about 21%; note: strong numbers were not always called active
GPR55 LPI antagonism = GPR55 antagonists blocking LPI-driven arrestin recruitment, primary screen, imaging, U2OS, beta-arrestin-GFP, LPI agonist (AID 2013); G-protein coupled receptor 55 (Homo sapiens); U2OS GPR55 beta-arrestin-GFP translocation imaging, LPI antagonism; higher % means a stronger effect; one-dose inhibition, % at 10 µM; IC50 in µM for titrated hits; 0.13% of 290,000 active;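 active = spots per cell inhibited over 60%, with over 100 cells counted and total cytoplasm intensity under 500,000; inconclusive = wells with under 100 cells, flagged as likely toxic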;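 note: U2OS cells stably carrying GPR55 and arrestin-GFP stimulated by 5 µM LPI near EC80; imaged beta-arrestin-GFP aggregate spots per cell after agonist stimulation; plate controls were LPI-stimulated DMSO wells for no effect and DMSO wells without LPI for full effect; some results filed as inactive read as strong as hits; confirmed hits need IC50 under 10 µM and bright autofluorescent wells are also inconclusive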
Rac1 GTP hydrolysis = MgcRacGAP GTPase-activating activity inhibitors, confirmation, biochemical, ADP Hunter fluorescence | MgcRacGAP-stimulated Rac1 GTP hydrolysis, ADP Hunter fluorescence; higher % means a stronger effect; GST-tagged Rac1 F28L mutant substrate | one-dose inhibition, % at 30 µM; IC50 in µM for titrated hits | 0.6% of 340,000 active;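 active = first-screen hits whose inhibition reached a set limit at any dose in the follow-up dose series; inconclusive = inhibition above the set first-screen limit but never retested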;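 note: fluorescence reports GDP produced by GAP-driven GTP hydrolysis; strong numbers were not always called active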
Large T inhibition = SV40 large T antigen inhibitors, biochemical (AID 1903) | 0.39% of 310,000 active | inhibition, % at 20 µM; hits with a dose series show IC50 in µM | SV40 large T antigen ATPase/helicase inhibition assay; higher % means a stronger effect; in the data active = a potency from the dose series; inconclusive = inhibition mostly from about 32% at the one dose, without a potency; inactive = the rest, 99 in 100 with inhibition below about 32%; note: strong numbers were not always called active
UTI89 phage lysis = inhibition of K1F phage lysis, E. coli UTI89, bacterial capsule biogenesis inhibitors, alamar blue (AID 488966) | 0.02% of 340,000 active | inhibition, % at 100 µM; hits with a dose series show IC50 in µM | E. coli UTI89 K1F phage lysis, alamar blue, 2 h; higher % means a stronger effect;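 active = phage lysis inhibition, versus mean bacterial control, above a set limit; inconclusive = no clear call, values can overlap the other calls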;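 note: capsule biogenesis inhibitors block K1F phage lysis so surviving cells raise fluorescence; higher fluorescence means more inhibition of phage lysis; actives were called in the ten point dose series up to 300 µM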
NS5 inhibitors = Dengue-2 NS5 methyltransferase inhibitors, primary screen, biochemical, confirmation dose response (AID 588689); Genome polyprotein (Dengue virus type 2 (strain 16681-PDK53)); 0.3% of 340,000 active; inhibition, % at 25 µM; hits with a dose series show IC50 in µM; Dengue-2 NS5 methyltransferase capping enzyme assay, biochemical; higher % means a stronger effect; in the data active = a potency from the dose series; inconclusive = inhibition above about 29% without an active follow-up result
HIV fusion peptide = inhibitors of HIV fusion peptide binding, primary screen, biochemical, uHTS, fluorescence dequenching (AID 1986); one-dose inhibition, % at 20 µM; IC50 in µM for titrated hits; cell-free peptide binding, fluorescence dequenching, 30 min; higher % means a stronger effect; 0.3% of 290,000 active; in the data active = inhibition mostly above about 52%, no sharp cut-off; inactive = mostly below about 76%; note: some results filed as inactive read as strong as hits
PhoP inhibition = inhibitors of PhoP regulon expression, primary screen, Salmonella Typhimurium, GFP reporter (AID 1863). S. Typhimurium PhoP-regulated promoter GFP reporter, 4 h; higher % means a stronger effect. inhibition, % at 50 µM, or IC50 in µM where a hit was titrated. 0.16% of 300,000 active;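 active = inhibition over 29.93%, a cutoff 3 SD above the screen mean, later confirmed by dose response; inconclusive = inhibition over 29.93% but no dose response follow-up; inactive = inhibition at most 29.93% or unconfirmed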;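 note: 0% = low Mg2+ inducing control and 100% = high Mg2+ repressing control; strong numbers were not always called active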
GPR35 antagonists = GPR35 antagonists blocking zaprinast-driven arrestin recruitment, primary screen, imaging, U2OS, beta-arrestin-GFP, zaprinast agonist (AID 2058). G-protein coupled receptor 35 (Homo sapiens). inhibition, % at 10 µM, or IC50 in µM where a hit was titrated. U2OS GPR35 beta-arrestin-GFP translocation imaging, zaprinast antagonism; higher % means a stronger effect. 0.052% of 290,000 active;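 active = inhibition of at least 50% with at least 30 cells and total cytoplasm GFP at most 10,000,000; inconclusive = under 30 cells or total GFP of 10,000,000 plus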
NS5 inhibitors pilot replicate = further read-out of NS5 inhibitors, marked with its call; inhibition, %; measured here: pilot screen replicate inhibition
* marks the source's active call; other numbers are inactive results; ? = inconclusive; . = no result given; [ ] = another dose, or the depositor's remark. Hits appear at their usual frequency. About 1.5% of those tested had a hit in this group.

SMILES	RSV antiviral HEp-2	GPR55 LPI antagonism	Rac1 GTP hydrolysis	Large T inhibition	UTI89 phage lysis	NS5 inhibitors	HIV fusion peptide	PhoP inhibition	GPR35 antagonists	others
CN1CCN(C(=S)C(=O)Nc2ccc(Br)cc2)CC1	2.1%	9%	?	-1%	0.1%	5%	-1.5%	-2%	1%
COc1ccc(C(C)C)cc1S(=O)(=O)N1CCC(C(=O)N2CCN(C)CC2)CC1	1.1%	-1%	5%	7%	0.0%	-3%	-0.8%	0%	-9%
CC(C)NS(=O)(=O)c1ccc2c(c1)oc(=O)n2C	0.2%	1%	10%	-2%	1.8%	-2%	-2.0%	-8%	-9%
COc1ccc(N2CCN(C(C)C(=O)Nc3nnc(C)s3)CC2)cc1 (configuration not stated)	0.0%	-15%	23%	26%	0.0%	-4%	-0.7%	-5%	22%
CCn1nc(C)c(C2C(C#N)=C(N)OC3=C2C(=O)CC(C)(C)C3)c1C (configuration not stated)	0.9%	-7%	-17%	13%	1.8%[50 µM]	1%	2.3%	11%	-14%
c1cnc2c(OCc3nc4ccccc4[nH]3)cccc2c1	5.0%	-5%	9%	9%	9.2%	-1%	1.2%	15%	5%
O=C(Nc1cccc(-n2cnnn2)c1)c1ccco1	1.9%	-10%	3%	-3%	2.6%	2%	-1.8%	-7%	5%
CCN(CC)CCOC(=O)C1(c2ccccc2)CCOCC1	1.7%	-11%	-2%	0%	9.4%	-8%	2.5%	-3%	-11%
CN(CC(=O)Nc1ccc(F)cc1)C(=O)CCc1ccccc1	1.2%	0%	1%	3%	0.4%	3%	-0.5%	-7%	11%
O=S(=O)(c1ccc2c(c1)OCCO2)N1CCCN(S(=O)(=O)c2c(F)cccc2F)CC1	-0.6%	.	6%	.	1.4%	-15%	.	.	.
Cc1ccc(Nc2nc(C)cc(C)n2)c(Br)c1	0.8%	10%	10%	4%	0.2%	-3%	2.4%	0%	6%	NS5 inhibitors pilot replicate=1.5
COc1cccc(/C=C/c2ccccn2)c1O	8.5%	-8%	13%	21%	-0.3%[50 µM]	-1%	-2.6%	5%	6%
CCNC(=O)CN(c1ccc(CC)cc1)S(C)(=O)=O	1.9%	-8%	6%	10%	1.6%	2%	1.2%	-12%	2%
CC(C)C[C@H](NC(=O)OC(C)(C)C)c1nnc(SCc2cccc(F)c2)o1	1.1%	2%	6%	16%	0.1%	-6%	-2.5%	2%	22%
Cc1ccc(-n2c(C)nnc2SC(C)C(=O)N2CCCC2)cc1 (configuration not stated)	3.7%	4%	5%	2%	0.4%	1%	-0.7%	3%	8%
CS(=O)(=O)c1cccc(NC(=O)C2CCCN2S(=O)(=O)c2ccc(F)cc2)c1 (configuration not stated)	-0.4%	6%	6%	5%	0.0%	-7%	1.6%	0%	-12%
c1ccc2[nH]c(-c3cnco3)cc2c1	1.9%	-3%	7%	5%	0.1%	-5%	1.6%	2%	-16%	NS5 inhibitors pilot replicate=-7.9
CCN(CC)S(=O)(=O)c1cc(NC(=O)Cn2ncc(Cl)c(Cl)c2=O)ccc1C	0.0%	26%	22%	17%	0.6%[50 µM]	-8%	8.0%	-8%	30%
O=C(O)C1CCN(S(=O)(=O)c2ccc(N3CCC(O)CC3)c([N+](=O)[O-])c2)CC1	1.0%	0%	6%	5%	0.1%	-6%	1.9%	-4%	10%
CC1(c2ccccc2)NC(=O)N(CC(=O)NC(=O)NCc2ccco2)C1=O (configuration not stated)	0.1%	22%	11%	16%	-0.3%[50 µM]	0%	1.9%	8%	-27%
CN1CCN(C(=O)c2cc([N+](=O)[O-])cc([N+](=O)[O-])c2)CC1	-0.7%	3%	-3%	2%	0.0%	-5%	0.4%	-5%	1%	NS5 inhibitors pilot replicate=-4.0
Cc1nnc(SCC(=O)N2CC(=O)Nc3ccccc32)n1Cc1ccccc1	3.7%	-7%	5%	2%	1.5%	2%	-3.7%	8%	24%
CN1CCN(CC(O)COc2ccccc2)CC1 (configuration not stated)	-2.5%	6%	3%	6%	-0.1%	4%	0.0%	0%	-5%
CCn1c(CCC(=O)Nc2nc3c(s2)CCCC3)nc2cc(S(=O)(=O)N(C)C)ccc21	1.5%	-9%	6%	8%	-0.1%	-29%	-1.0%	6%	31%
Cc1c(C(=O)OCC(=O)N2C(C)CCCC2C)oc2ccccc12 (configuration not stated)	1.4%	8%	7%	17%	-0.1%	-4%	0.0%	4%	-2%
CCN(CC)C(=S)SCC(=O)Nc1nc(=O)c2ccccc2s1	1.6%	14%	14%	?	0.1%	-7%	3.8%	-6%	-11%
CC(CNC(=O)CN1C(=O)COc2ccc(S(=O)(=O)N3CCCCC3)cc21)c1ccccc1 (configuration not stated)	2.1%	-12%	3%	9%	-0.1%	36%	0.9%	-1%	-8%
Cc1ccc(NC(=O)CCC(=O)c2cccs2)c(Br)c1	2.5%	7%	3%	7%	0.1%	2%	0.9%	-4%	-1%
CCCCN(C)CCNC(=O)c1cc2cc3ccc(OC)cc3nc2o1	-0.2%	3%	18%	4%	0.1%	3%	1.7%	0%	-8%
O=C(CCc1ccccc1)OCC(=O)c1ccc([N+](=O)[O-])cc1	1.9%	11%	3%	4%	0.4%	5%	3.0%	-3%	15%
CCN(CC)CCNC(=O)c1ccc(NC(=O)c2ccccc2-c2ccc(C(F)(F)F)cc2)cc1	1.1%	6%	1%	10%	-0.1%	7%	-1.2%	5%	3%
COc1ccc(N2CCN(CC(O)COc3cc(C)cc(C)c3)CC2)cc1 (configuration not stated)	0.5%	4%	14%	17%	0.2%	-1%	-0.8%	-4%	-17%
CCc1ccc(C(=O)/C=C/c2ccc([N+](=O)[O-])o2)cc1	-4.4%	12%	15%	27%	-1.3%	-2%	1.7%	-1%	9%
O=S(=O)(N/N=C/c1ccc(N2CCOCC2)cc1)c1ccc(Br)cc1	5.5%	-2%	7%	13%	-0.2%	0%	-2.3%	-6%	-10%
COCCCN(CC(=O)O)S(=O)(=O)c1ccccc1	-1.4%	12%	4%	7%	-0.5%	1%	0.6%	-3%	-4%
O=C1CSC(=Nc2ccc(Cl)cc2)N1Cc1cccnc1	.	6%	11%	12%	0.3%	-4%	-2.2%	-5%	10%
COc1ccc(CN2C(=O)NC(C)(c3ccc(C)cc3)C2=O)cc1F (configuration not stated)	20%	1%	3%	15%	-0.1%	-11%	0.8%	-8%	7%
Nc1c(N=Nc2ccccc2F)c(=O)[nH]n1-c1ccccc1	5.8%	-17%	10%	6%	0.1%	11%	-5.5%	-2%	11%
CCCC(=O)n1nc(-c2cccnc2)nc1N	1.5%	-3%	-1%	5%	1.3%	-1%	-1.0%	-4%	2%	NS5 inhibitors pilot replicate=-1.7
COC(=O)CSC1=C(C#N)C(c2ccccc2)CC(=O)N1 (configuration not stated)	1.8%	7%	10%	4%	0.2%	-3%	-0.9%	-10%	18%

The final 6 entries of the part above come first, to join the parts.
SMILES	RSV antiviral HEp-2	GPR55 LPI antagonism	Rac1 GTP hydrolysis	Large T inhibition	UTI89 phage lysis	NS5 inhibitors	HIV fusion peptide	PhoP inhibition	GPR35 antagonists	others
COCCCN(CC(=O)O)S(=O)(=O)c1ccccc1	-1.4%	12%	4%	7%	-0.5%	1%	0.6%	-3%	-4%
O=C1CSC(=Nc2ccc(Cl)cc2)N1Cc1cccnc1	.	6%	11%	12%	0.3%	-4%	-2.2%	-5%	10%
COc1ccc(CN2C(=O)NC(C)(c3ccc(C)cc3)C2=O)cc1F (configuration not stated)	20%	1%	3%	15%	-0.1%	-11%	0.8%	-8%	7%
Nc1c(N=Nc2ccccc2F)c(=O)[nH]n1-c1ccccc1	5.8%	-17%	10%	6%	0.1%	11%	-5.5%	-2%	11%
CCCC(=O)n1nc(-c2cccnc2)nc1N	1.5%	-3%	-1%	5%	1.3%	-1%	-1.0%	-4%	2%	NS5 inhibitors pilot replicate=-1.7
COC(=O)CSC1=C(C#N)C(c2ccccc2)CC(=O)N1 (configuration not stated)	1.8%	7%	10%	4%	0.2%	-3%	-0.9%	-10%	18%
Cc1cc(/C=C2/NC(=O)N(c3ccccc3)C2=O)c(C)n1C(C)C	5.5%	11%	0%	11%	0.3%	-19%	3.1%	5%	12%
Cc1ccc(CN2C(=O)c3ccccc3Sc3ccc(C(=O)NCCN4CCOCC4)cc32)cc1	-3.6%	-7%	6%	6%	-0.4%	-6%	0.0%	3%	-4%
CN(C)S(=O)(=O)c1cccc(NC(=O)COC(=O)c2cc(-c3cccc(Br)c3)nc3ccccc23)c1	12%	11%	8%	2%	1.6%	-4%	1.5%	4%	-7%
Cc1ccc(/C=C/C(=O)O)cc1S(=O)(=O)N1CCC(Cc2ccccc2)CC1	2.6%	8%	6%	27%	-0.9%[50 µM]	-10%	11%	-10%	-9%
Cc1cc(OCc2cc(C(=O)N3CCN(CC4CC4)CC3)no2)cc(C)c1Cl	-2.8%	-10%	-22%	1%	0.9%	-5%	1.4%	10%	-20%
COc1ccc(-n2c(SCC(=O)Nc3ccccc3OC)nc(O)c(Cc3ccccc3)c2=O)cc1	4.3%	1%	0%	-5%	0.0%	-9%	9.5%	3%	11%
CCc1nnc(NC(=O)CSc2nnc(-c3ccc(O)cc3)n2C)s1	-0.6%	4%	6%	4%	0.5%	-1%	0.0%	0%	69%
Cc1ccc(NC(=O)Cn2c(=O)cnc3ccccc32)cc1S(=O)(=O)N1CCCCC1	0.2%	.	7%	.	0.2%[50 µM]	-13%	.	.	.
Fc1ccc(C2CC(c3ccco3)=Nc3ccccc3S2)cc1 (configuration not stated)	2.6%	-2%	30%	16%	0.6%	-10%	-1.1%	1%	3%
Nc1ccc(C(=O)OCCCc2nc3cc4ccccc4cc3[nH]2)cc1	47%	-7%	14%	12%	0.1%	2%	-1.3%	11%	0%
